Compound activity from PubChem BioAssay.
Pf gamet viab – late stage P. falciparum gametocyte viability inhibitors, primary screen, ATP luminescence, HTS; P. falciparum stage V gametocytes, 24 h; AID 743093, 2013; inhibition, % at 10.9 µM; actives 0.065% (n = 150,000);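 active = inhibition above the mean plus 3 SD of compounds within the control limits, set per campaign, cut at about 38% in these data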;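 also: 0% = DMSO wells and 100% = medium only without gametocytes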
Avidin fluor – green autofluorescence of compounds with avidin beads – biophysical, 488/530 nm, flow cytometry, artefact control, profiling panel. compound fluorescence 488/530 nm; active compounds read high. fluorescence (KMESF) at 10 µM. actives 0.38% (n = 220,000); in the data active = fluorescence above about 47; also: inactives centre near 10
HRas wt GTP – modulators of GTP binding to HRas wildtype, primary screen, biochemical, bead-based flow cytometry, multiplex; AID 759, 2007; GST-Ras wt beads, Bodipy-FL-GTP binding; actives lie on both sides; GTP binding activity, % at 10 µM; actives 0.14% (n = 190,000); GTPase HRas (Homo sapiens), P01112;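 active = GTP binding activity at least 20% away from the 100% baseline, either lowered as inhibitor or raised as activator; inconclusive = flagged as likely green fluorescent, judged across all proteins in the well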;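 also: 0% = unlabeled GTP competition control and 100% = no-compound control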
Target sequence (P01112 whole entry, looked up): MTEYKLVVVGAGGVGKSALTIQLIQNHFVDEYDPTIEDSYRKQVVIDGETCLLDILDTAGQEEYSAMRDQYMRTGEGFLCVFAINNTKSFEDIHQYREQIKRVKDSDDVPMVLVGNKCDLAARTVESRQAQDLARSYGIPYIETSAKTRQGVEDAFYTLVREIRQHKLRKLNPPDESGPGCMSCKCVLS
GSH bead fluor – compound fluorescence on glutathione beads, profiling panel, artefact control, biophysical, 488/530 nm, flow cytometry; fluorescence (KMESF) at 10 µM; GSH beads flow cytometry, compound fluorescence 488/530 nm; active compounds read high; actives 0.25% (n = 190,000); AID 1776, 2009; in the data active = fluorescence above about 89;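 also: glutathione beads carrying GST-tagged Bcl family fusion proteins plus one bare bead set; values are compound well signal with DMSO vehicle wells as background; inactives centre near 16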
Rac1 wt modul – wildtype Rac1 GTP binding modulators, primary screen, biochemical, GST-Rac1 beads, flow cytometry, multiplex. Ras-related C3 botulinum toxin substrate 1 (Homo sapiens), P63000. fluorescent GTP binding; actives lie on both sides; 0 = cold GTP competed, 100 = untreated. GTP binding activity (% of control), % at 10 µM. actives 0.27% (n = 190,000). AID 757, 2007;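 active = GTP binding activity at least 20 points away from the 100% control level, either lower or higher; inconclusive = compound flagged as likely green fluorescent, judged across all proteins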
Cdc42 wt GTP – modulators of GTP binding to wildtype Cdc42, primary screen, biochemical, multiplex bead flow cytometry, Bodipy-GTP | Cell division control protein 42 homolog (Homo sapiens), P60953 | GST-Cdc42 beads; actives lie on both sides | percent activity (GTP binding), % at 10 µM | actives 0.2% (n = 190,000) | AID 761, 2007;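 active = percent activity GTP binding at least 20 points away from the 100% baseline, either down as inhibitor or up as activator; inconclusive = compound flagged as likely green fluorescent from well-wide comparison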;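 also: median bead fluorescence of bound Bodipy-FL-GTP at 100 nM; 0% = excess unlabeled GTP control and 100% = no compound control; below 100% means less GTP binding so inhibitor and above means activator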
Target sequence (P60953 whole entry, looked up): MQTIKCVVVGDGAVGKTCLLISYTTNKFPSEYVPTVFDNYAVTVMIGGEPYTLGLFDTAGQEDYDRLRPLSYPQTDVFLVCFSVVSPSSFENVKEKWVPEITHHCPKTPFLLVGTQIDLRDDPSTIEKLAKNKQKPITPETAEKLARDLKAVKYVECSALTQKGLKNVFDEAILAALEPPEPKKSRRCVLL
Rac1 act GTP bind – GTP binding modulators of activated mutant Rac1, primary screen, biochemical, bead-based flow cytometry, multiplex, fluorescent GTP. percent activity (GTP binding), % at 10 µM. AID 764, 2007. actives 0.11% (n = 190,000). GST-Rac1 activated beads; actives lie on both sides; 100% means binding = to untreated wells;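 active = GTP binding at least 20 percentage points away from the 100% baseline, in either direction, so actives lie on both sides; inconclusive = Compound likely fluorescent itself, or too few beads counted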
Rab7 wt GTP bind – modulators of GTP binding to Rab7, primary screen, biochemical, wildtype, multiplex bead flow cytometry; GST-Rab7 beads, fluorescent GTP binding; actives lie on both sides; untreated = 100%, excess cold GTP = 0%; actives 0.055% (n = 190,000); Rab7 GTPase wild type (dog), Bodipy-FL-GTP binding; AID 758, 2007; GTP binding activity (percent of control), % at 10 µM;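 active = fluorescent GTP binding to Rab7 beads changed by at least 20 points from the 100% baseline, either direction, mostly lower; inconclusive = compound itself probably fluorescent, or too few beads counted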;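 also: median green fluorescence of bound Bodipy-FL-GTP per Rab7 bead population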
ABCB1 block – ABCB1 efflux pump inhibitors, primary screen, cell-based, multiplex, flow cytometry, ABCG2 counter-screen; inhibition, % at 6.6 µM; CCRF-Adr cells, JC-1 efflux; actives 0.067% (n = 190,000); ATP-dependent translocase ABCB1 (Homo sapiens), P08183; AID 1326, 2008; in the data active = inhibition above about 40%;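 also: 0% = vehicle and 100% = reference inhibitor; higher value means more JC-1 retained so stronger ABCB1 efflux block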
Rab2 wt GTP – modulators of GTP binding to Rab2A wildtype, primary screen, biochemical, dog, bead-based flow cytometry, multiplex; Ras-related protein Rab-2A (Canis lupus familiaris), P61105; AID 760, 2007; GTP binding activity, % at 10 µM; actives 0.19% (n = 190,000); GST-Rab2 wt beads, Bodipy-GTP binding;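 active = GTP binding activity at least 20 points away from 100%, either lowered or raised; inconclusive = signal likely due to the compound's own green fluorescence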;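 also: 0% = beads with excess unlabeled GTP and 100% = no-compound control corrected for plate trend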
ABCG2 block – ABCG2 efflux pump inhibitors, primary screen, multiplex with ABCB1, IgMXP3 cells, flow cytometry; AID 1325, 2008; Broad substrate specificity ATP-binding cassette transporter ABCG2 (Homo sapiens), Q9UNQ0; actives 0.1% (n = 190,000); inhibition, % at 6.6 µM; JC-1 efflux;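 active = inhibition above 80%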;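 also: 0% = DMSO and 100% = nicardipine control wells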
Target sequence (Q9UNQ0 whole entry, looked up): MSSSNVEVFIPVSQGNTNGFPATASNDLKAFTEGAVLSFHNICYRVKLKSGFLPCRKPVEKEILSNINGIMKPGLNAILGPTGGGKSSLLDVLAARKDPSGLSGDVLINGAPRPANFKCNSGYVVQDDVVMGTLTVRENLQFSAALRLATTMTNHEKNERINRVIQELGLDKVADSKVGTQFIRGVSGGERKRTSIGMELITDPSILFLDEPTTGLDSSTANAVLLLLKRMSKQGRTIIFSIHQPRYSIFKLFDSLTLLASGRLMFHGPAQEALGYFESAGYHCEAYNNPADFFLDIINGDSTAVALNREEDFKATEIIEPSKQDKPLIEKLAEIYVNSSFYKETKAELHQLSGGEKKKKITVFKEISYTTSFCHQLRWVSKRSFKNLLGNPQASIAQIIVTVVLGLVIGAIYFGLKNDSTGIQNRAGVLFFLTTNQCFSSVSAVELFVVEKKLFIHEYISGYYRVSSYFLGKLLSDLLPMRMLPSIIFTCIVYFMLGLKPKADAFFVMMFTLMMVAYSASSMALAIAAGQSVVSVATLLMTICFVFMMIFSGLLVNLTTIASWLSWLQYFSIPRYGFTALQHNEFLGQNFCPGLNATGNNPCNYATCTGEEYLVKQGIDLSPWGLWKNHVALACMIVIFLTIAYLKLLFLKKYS
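Times: 10 min at 25 °C | Test system: Two drug-resistant human cell lines, ABCG2 and ABCB1 | Quantity: 3 million cells/mL final, two lines in 1:1 ratio | Signal: Flow cytometry, 530 nm JC-1 signal | Dosing: Compound at 6.6 µM | Controls: Nicardipine and DMSO wells | Reagent: JC-1 as fluorescent efflux pump substrate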
Active calls of the source: *; ? = inconclusive; . = not tested or not shown.

SMILES	Pf gamet viab	Avidin fluor	HRas wt GTP	GSH bead fluor	Rac1 wt modul	Cdc42 wt GTP	Rac1 act GTP bind	Rab7 wt GTP bind	ABCB1 block	Rab2 wt GTP	ABCG2 block
CCc1ccc(-n2cccc2/C=C2/C(=N)N3C(=NC2=O)SN=C3S(C)(=O)=O)cc1	16	20	95	8	94	95	92	102	-0.4	96	-2
NC(=O)C1CCN(c2ccc([N+](=O)[O-])cc2Cl)CC1	11	12	95	11	93	91	95	97	0.1	98	1
COc1ccc(CC(=O)N/N=C/c2cccn2-c2ccc([N+](=O)[O-])cc2)cc1OC	.	9	100	18	102	101	99	97	3.7	98	14
CCOC(=O)N1CCC(N2Cc3cccc(C(=O)Nc4cccc(F)c4)c3C2=O)CC1	-4	10	94	23	93	91	93	97	19	93	20
NC(=O)NC(=O)COC(=O)CCSc1ccccc1	14	22	100	11	96	94	96	105	-0.1	99	0
Cc1ccnc(NCn2nnc3ccccc32)c1	.	30	101	14	98	102	98	99	0.3	99	1
CCCCCCCN(C(=O)CCl)c1ccccc1C	9	7	98	11	103	103	98	98	1.0	98	5
COC(=O)c1[nH]c2ccccc2c1NS(=O)(=O)c1ccc(OC)cc1OC	.	10	97	18	100	97	95	98	0.1	97	0
Cc1cc(NCc2ccco2)nc2cc(O)ccc12	.	23	102	15	105	105	102	99	0.2	100	4
CCN(CC)C(=O)c1ccc(/C=C/c2c[nH]c3ccccc23)[n+](C)c1	7	6	103	10	102	102	104	104	0.3	103	2
CCc1nc2ccccc2c(=O)n1NC(=O)c1c(O)c2ccccc2n(CC)c1=O	22	11	90	17	90	89	89	96	0.0	90	0
CC1CCN(CC(=O)Nc2ccccc2C#N)CC1	-2	13	96	27	95	97	91	94	0.4	95	2
CC(=C/c1ccco1)/C=N/NC(=O)CSc1nnc(SCc2ccc(C)cc2)s1	.	12	96	11	99	99	95	95	0.4	94	21
CCNC(=O)COC(=O)CCC(=O)c1cccs1	8	7	104	8	106	106	100	104	1.4	104	9
COC(=O)c1ccc(-c2noc(CN3CCCC(CNC(C)=O)C3)n2)cc1 (stereo not given)	10	11	92	12	100	95	93	96	0.1	95	1
CCOC(=O)C(C)Sc1nnc(-c2ccccc2O)n1-c1ccc(C)cc1 (stereo not given)	2	11	103	32	107	103	99	105	3.0	103	33
O=C1Nc2ccc([N+](=O)[O-])cc2C1(O)N1CCCCC1 (stereo not given)	.	12	99	28	95	97	94	99	1.3	98	10
O=C(O)CCCCCNc1ncnc2ccc(Br)cc12	-28	9	97	7	95	94	93	102	0.9	99	2
CN1/C(=C\C(=O)CSc2nnc(N)s2)C(C)(C)c2ccccc21	.	14	100	4	102	102	100	98	0.9	98	11
CCOC(=O)C1CCN(c2c(N3CCN(c4ccccc4OC)CC3)c(=O)c2=O)CC1	.	23	101	14	104	104	99	100	0.9	102	4
NC(=O)C1(N2CCCCC2)CCN(c2nc(-c3ccc(Br)cc3)cs2)CC1	4	6	103	17	103	103	100	104	0.5	102	2
O=C(CSc1nnc(CNc2cccc(Cl)c2)o1)OC1CCCCC1	.	10	101	31	102	102	97	101	0.2	100	1
COc1ccc(CCNC(=O)CSc2nc3[nH]ncc3c(=O)n2-c2ccccc2Br)cc1OC	4	13	97	69	99	98	97	98	0.2	98	1
CCOC(=O)c1c(-c2ccc(OC)cc2)csc1/N=C/C1C(=O)CCCC1=O	-8	13	94	14	96	93	92	93	1.2	92	9
CCN(CC(=O)Nc1ccccc1OC)C(=O)Cn1cnc2ccccc2c1=O	7	14	102	28	105	105	100	101	0.6	101	6

Reprinted from the part before: six compounds; new compounds follow.
SMILES	Pf gamet viab	Avidin fluor	HRas wt GTP	GSH bead fluor	Rac1 wt modul	Cdc42 wt GTP	Rac1 act GTP bind	Rab7 wt GTP bind	ABCB1 block	Rab2 wt GTP	ABCG2 block
CCOC(=O)C1CCN(c2c(N3CCN(c4ccccc4OC)CC3)c(=O)c2=O)CC1	.	23	101	14	104	104	99	100	0.9	102	4
NC(=O)C1(N2CCCCC2)CCN(c2nc(-c3ccc(Br)cc3)cs2)CC1	4	6	103	17	103	103	100	104	0.5	102	2
O=C(CSc1nnc(CNc2cccc(Cl)c2)o1)OC1CCCCC1	.	10	101	31	102	102	97	101	0.2	100	1
COc1ccc(CCNC(=O)CSc2nc3[nH]ncc3c(=O)n2-c2ccccc2Br)cc1OC	4	13	97	69	99	98	97	98	0.2	98	1
CCOC(=O)c1c(-c2ccc(OC)cc2)csc1/N=C/C1C(=O)CCCC1=O	-8	13	94	14	96	93	92	93	1.2	92	9
CCN(CC(=O)Nc1ccccc1OC)C(=O)Cn1cnc2ccccc2c1=O	7	14	102	28	105	105	100	101	0.6	101	6
COc1ccccc1CC(=O)Nc1cc(Cl)ccc1O	.	13	101	25	102	103	98	99	-0.1	101	51
N#Cc1cc2c(nc1SCC(=O)Nc1nccs1)CCCCC2	.	7	101	4	106	102	97	99	0.2	98	2
COc1ccc2cc(C(=O)COC(=O)COc3ccc4c(C)cc(=O)oc4c3)ccc2c1	1	12	99	14	104	105	101	103	-0.2	103	0
CCCCNC(=O)COC(=O)c1ccc(N(C)C)cc1	16	11	98	12	97	97	96	104	0.2	99	3
CC(C)N=C(NS(=O)(=O)c1ccc(Br)cc1)c1ccc(Cl)cc1	-12	9	94	10	92	91	93	99	0.5	96	3
CC1CCC(NC(=O)c2ccc(/C=C3\Oc4ccccc4N(C)C3=O)cc2)CC1 (stereo not given)	.	15	88	15	86	93	94	90	0.3	91	0
O=C(Cn1c(=O)n(CCC(=O)N2CCc3ccccc3C2)c(=O)c2ccccc21)NCC1CCCO1 (stereo not given)	22	8	101	33	104	104	99	101	0.4	103	1
O=C(CN1CCN(c2ccccn2)CC1)N1CCc2ccccc21	.	24	98	10	102	104	97	97	0.1	98	12
CS(=O)(=O)N1CCC(C(=O)Nc2ccccc2Sc2ccccc2)CC1	.	38	99	9	98	99	96	96	0.3	97	1
Cc1cc(NC(=O)c2ccc(NC(=O)CC(C)C)cc2)no1	-11	12	102	4	101	101	98	101	0.6	100	3
COc1ccc(OCC(=O)Nc2ccccc2Cl)cc1	-1	12	97	8	97	95	93	108	-0.1	98	11
O=C(Nc1cccnc1)c1cccc(S(=O)(=O)N2CCCC2)c1	13	28	96	57	101	98	94	94	0.3	97	2
CCc1ccc(OCC(=O)Nc2ccc(CN3CCCCC3)cc2)cc1	7	6	102	11	103	100	103	100	0.7	102	11
COc1cccc(/C=C/C(=O)OCC(=O)Nc2cccc(S(=O)(=O)N3CCCCC3)c2)c1OC	-10	6	101	10	102	98	98	101	1.4	97	2
Cn1c(=O)n(Cc2ccco2)c(=N)c2c3c(sc21)CCC3	.	4	101	40	108	103	98	102	0.8	100	14
O=C(/C=C/Nc1ccc(F)c(F)c1)c1ccc(Br)cc1	-26	12	99	20	100	98	98	99	-0.4	99	6
C/C(=N\NC(=O)c1ccc(NS(=O)(=O)c2cccs2)cc1)c1ccc(C(C)(C)C)cc1	3	6	96	15	97	97	95	96	-0.4	94	-1
COc1ccc(-c2ccc(-c3noc(-c4ccccc4)n3)c(OC)n2)cc1	.	9	104	12	100	101	97	107	0.2	101	1
Cc1ccccc1Cn1c(=N)n(CC(=O)c2ccco2)c2ccccc21	.	15	104	7	101	101	97	106	0.7	104	1
COc1ccc(C2=NO[C@@H]3[C@@H]4C[C@@H]([C@H]5C(=O)N(c6ccc7c(c6)OCO7)C(=O)[C@@H]45)[C@H]23)cc1OC	.	14	96	21	99	97	98	99	0.3	97	0
COc1ccc(/C=C/C(=O)OCC(=O)c2c(C)[nH]c3ccccc23)cc1OC	.	2	96	8	98	97	98	95	-0.4	95	-1
Cc1ccc(-n2c(SCC(=O)Nc3ccc4cn[nH]c4c3)nnc2-c2ccco2)cc1	.	12	96	13	96	94	94	100	-0.2	97	35
CCOC(=O)c1[nH]c2ccccc2c1NC(=O)C(CC)CC	.	8	103	18	105	101	101	100	-1.3	102	-1
CC1Cc2ccccc2N1C(=O)Cc1cccs1 (stereo not given)	.	7	103	37	103	103	99	101	0.6	102	2
Cc1nc2sc(C(c3cccc(F)c3)N3CCOCC3)c(O)n2n1 (stereo not given)	.	17	101	24	105	103	102	97	0.3	102	0
COc1ccc(OC)c(NC(=O)C(=O)NCc2ccncc2)c1	-12	10	99	9	100	97	98	96	0.8	98	8
CCOc1ccccc1NC(=O)Nc1cnccn1	-6	14	100	11	101	99	98	103	-0.2	101	5
CCc1ccc(NC(=O)C(=O)NCCN2CCN(C(=O)c3ccco3)CC2)cc1	.	22	104	23	105	105	100	99	-0.1	101	0
O=C(c1cccnc1)N1CCN(S(=O)(=O)c2ccc(Cl)cc2)CC1	19	6	101	42	105	102	101	99	0.7	100	5
COc1ccc2cc(C#N)c(SCC(=O)N3CCCC3)nc2c1	.	33	?	12	?	?	?	?	0.7	?	1

Record cards (already shown):
Cc1cc(NC(=O)c2ccc(NC(=O)CC(C)C)cc2)no1 in the list: Pf gamet viab: -11; Avidin fluor: 12; HRas wt GTP: 102; GSH bead fluor: 4; Rac1 wt modul: 101; Cdc42 wt GTP: 101; Rac1 act GTP bind: 98; Rab7 wt GTP bind: 101; ABCB1 block: 0.6; Rab2 wt GTP: 100; ABCG2 block: 3
O=C(Nc1cccnc1)c1cccc(S(=O)(=O)N2CCCC2)c1 in the list: Pf gamet viab: 13; Avidin fluor: 28; HRas wt GTP: 96; GSH bead fluor: 57; Rac1 wt modul: 101; Cdc42 wt GTP: 98; Rac1 act GTP bind: 94; Rab7 wt GTP bind: 94; ABCB1 block: 0.3; Rab2 wt GTP: 97; ABCG2 block: 2
